Screening data (PubChem BioAssay)
RSV CPE inhibition = inhibition of RSV-induced cytopathic effect – HEp-2 cells, primary 10 µM value included (AID 2391) | CPE inhibition, % at 10 µM; hits with a dose series show IC50 in µM | HEp-2 cells, RSV-induced CPE inhibition; higher % means a stronger effect | 310,000 tested, 0.13% active; in the data active means a potency from the dose series; inconclusive means CPE inhibition mostly from about 23% at the one dose, without a potency; inactive means the rest, 99 in 100 with CPE inhibition below about 21%; further: strong numbers were not always called active
GPR55 LPI antagonism = inhibition of LPI-stimulated GPR55 beta-arrestin translocation – imaging, U2OS, beta-arrestin-GFP, LPI agonist, primary screen (AID 2013) | U2OS GPR55 beta-arrestin-GFP translocation imaging, LPI antagonism; higher % means a stronger effect | inhibition, % at 10 µM; hits with a dose series show IC50 in µM | 290,000 tested, 0.13% active;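 active means spots per cell inhibited over 60%, with over 100 cells counted and total cytoplasm intensity under 500,000; inconclusive means wells with under 100 cells, flagged as likely toxic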;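 further: U2OS cells stably carrying GPR55 and arrestin-GFP stimulated by 5 µM LPI near EC80; imaged beta-arrestin-GFP aggregate spots per cell after agonist stimulation; plate controls were LPI-stimulated DMSO wells for no effect and DMSO wells without LPI for full effect; some results filed as inactive read as strong as hits; confirmed hits need IC50 under 10 µM and bright autofluorescent wells are also inconclusive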
Dengue-2 NS5 capping = flavivirus cap methylation enzyme inhibition – biochemical, confirmation dose response, primary screen (AID 588689). Dengue-2 NS5 methyltransferase capping enzyme assay, biochemical; higher % means a stronger effect. inhibition, % at 25 µM, or IC50 in µM where a hit was titrated. 340,000 tested, 0.3% active; in the data active means a potency from the dose series; inconclusive means inhibition above about 29% without an active follow-up result
MgcRacGAP inhibition = MgcRacGAP GTPase-activating activity inhibitors, confirmation, biochemical, ADP Hunter fluorescence | MgcRacGAP-stimulated Rac1 GTP hydrolysis, ADP Hunter fluorescence; higher % means a stronger effect; GST-tagged Rac1 F28L mutant substrate | inhibition, % at 30 µM; hits with a dose series show IC50 in µM | 340,000 tested, 0.6% active;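 active means first-screen hits whose inhibition reached a set limit at any dose in the follow-up dose series; inconclusive means inhibition above the set first-screen limit but never retested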;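 further: fluorescence reports GDP produced by GAP-driven GTP hydrolysis; strong numbers were not always called active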
Large T inhibition = TAg ATPase/helicase activity blockers – biochemical (AID 1903); SV40 large T antigen ATPase/helicase inhibition assay; higher % means a stronger effect; inhibition, % at 20 µM, or IC50 in µM where a hit was titrated; 310,000 tested, 0.39% active; in the data active means a potency from the dose series; inconclusive means inhibition mostly from about 32% at the one dose, without a potency; inactive means the rest, 99 in 100 with inhibition below about 32%; further: strong numbers were not always called active
HIV fusion peptide = cell-free HIV fusion peptide-binding blockers – biochemical, uHTS, fluorescence dequenching, primary screen (AID 1986) | cell-free peptide binding, fluorescence dequenching, 30 min; higher % means a stronger effect | inhibition, % at 20 µM, or IC50 in µM where a hit was titrated | 290,000 tested, 0.3% active; in the data active means inhibition mostly above about 52%, no sharp cut-off; inactive means mostly below about 76%; further: some results filed as inactive read as strong as hits
GPR35 arrestin U2OS = GPR35 antagonists blocking zaprinast-driven arrestin recruitment, primary screen, imaging, U2OS, beta-arrestin-GFP, zaprinast agonist (AID 2058); one-dose inhibition, % at 10 µM; IC50 in µM for titrated hits; U2OS GPR35 beta-arrestin-GFP translocation imaging, zaprinast antagonism; higher % means a stronger effect; 290,000 tested, 0.052% active;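 active means inhibition of at least 50% with at least 30 cells and total cytoplasm GFP at most 10,000,000; inconclusive means under 30 cells or total GFP of 10,000,000 plus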
UTI89 phage lysis = protection from phage-mediated lysis, alamar blue read-out – E. coli UTI89, K1F phage, bacterial capsule biogenesis inhibitors (AID 488966); E. coli UTI89 K1F phage lysis, alamar blue, 2 h; higher % means a stronger effect; inhibition, % at 100 µM, or IC50 in µM where a hit was titrated; 340,000 tested, 0.02% active;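 active means phage lysis inhibition, versus mean bacterial control, above a set limit; inconclusive means no clear call, values can overlap the other calls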;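 further: capsule biogenesis inhibitors block K1F phage lysis so surviving cells raise fluorescence; higher fluorescence means more inhibition of phage lysis; actives were called in the ten point dose series up to 300 µM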
PhoP inhibition = inhibitors of PhoP regulon expression, primary screen, Salmonella Typhimurium, GFP reporter (AID 1863); S. Typhimurium PhoP-regulated promoter GFP reporter, 4 h; higher % means a stronger effect; inhibition, % at 50 µM, or IC50 in µM where a hit was titrated; 300,000 tested, 0.16% active;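 active means inhibition over 29.93%, a cutoff 3 SD above the screen mean, later confirmed by dose response; inconclusive means inhibition over 29.93% but no dose response follow-up; inactive means inhibition at most 29.93% or unconfirmed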;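 further: 0% = low Mg2+ inducing control and 100% = high Mg2+ repressing control; strong numbers were not always called active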
Dengue-2 NS5 capping pilot replicate = also measured in Dengue-2 NS5 capping; calls as there; inhibition, %; measured here: pilot screen replicate inhibition
Starred values were filed as active, the others as inactive; u = inconclusive; x = no result given; [ ] = remark or other dose.

SMILES	RSV CPE inhibition	GPR55 LPI antagonism	Dengue-2 NS5 capping	MgcRacGAP inhibition	Large T inhibition	HIV fusion peptide	GPR35 arrestin U2OS	UTI89 phage lysis	PhoP inhibition	others
O=[N+]([O-])c1ccc(Nc2nc(NCCO)nc(N3CCCC3)n2)cc1	u	5%	1%	12%	-4%	-1.4%	0%	0.0%	-2%
COc1cc(OC)c2ccc(=O)oc2c1C(CC(=O)N1CCCC1)c1ccc2c(c1)OCO2 (centres undefined)	-1.4%	7%	-2%	12%	25%	4.4%	-4%	0.6%	5%
COc1cc(NC(=O)c2ccccc2)c(C)cc1NC(=O)CC(CC(=O)O)c1ccccc1 (centres undefined)	1.4%	1%	1%	11%	24%	-1.4%	-1%	0.2%	1%
COc1cccc(N(C(=O)c2csnn2)C(C(=O)NC2CCCC2)c2ccccc2)c1 (centres undefined)	0.9%	0%	-3%	3%	4%	1.2%	-10%	0.0%	-3%
CC(=O)Nc1ccc(S(=O)(=O)N(C)Cc2ccccc2)cc1	0.1%	11%	-11%	9%	4%	-0.1%	1%	0.2%	7%
Cc1ccccc1NC(=O)c1cnc(Nc2nc3ccccc3s2)nc1C	x	-4%	x	x	21%	-1.6%	15%	x	2%
Cn1c(=O)oc2cc(S(=O)(=O)Nc3ccccc3)ccc21	-0.9%	2%	-4%	-4%	4%	-2.1%	-2%	-1.3%	-5%
NNc1nc2c(F)cc(F)cc2s1	2.0%	8%	2%	3%	15%	1.2%	-3%	-0.9%[50 µM]	5%
COC(=O)c1ccccc1NC(=S)NC(=O)c1ccccc1C	2.1%	-2%	-13%	4%	8%	-0.3%	19%	-0.1%	11%
CC(C)c1ccc(OCC(=O)NC(C)c2ccccc2)cc1 (centres undefined)	2.6%	0%	-8%	9%	8%	0.3%	-7%	0.1%	2%
COc1cc(/C=c2\sc3n(c2=O)C(c2ccccc2)C(c2ccccc2)=NN=3)ccc1O (centres undefined)	9.3%	30%	-32%	16%	9%	0.1%	-5%	0.1%	-2%
Cc1ccc(NC(=O)c2cc(-c3ccc(F)cc3)on2)cc1C	0.3%	9%	-6%	9%	13%	3.8%	0%	1.1%[50 µM]	-6%
Nc1ccc(-c2nc3ccc(-c4nc5ccccc5o4)cc3[nH]2)cc1	33µM*	20%	4%	12%	8%	0.3%	-21%	4.9%	-16%
CC(=O)c1c(C)[nH]c(C(=O)Nc2nc(-c3ccc(-c4ccccc4)cc3)cs2)c1C	12%	1%	4%	10%	11%	6.2%	-12%	-1.2%	7%
CCCCn1c(CN2CCN(C)CC2)nc2ccccc21	0.3%	1%	1%	-2%	2%	0.0%	2%	-0.8%	-14%	Dengue-2 NS5 capping pilot replicate=-0.6
O=C(C(Sc1ccccc1)c1ccccc1)N1CCN(c2ccccc2)CC1 (centres undefined)	16%	5%	-7%	2%	23%	-1.3%	-12%	2.9%	11%
COc1cccc(/C=C(\C#N)C(=O)NC2CCS(=O)(=O)C2)c1 (centres undefined)	0.5%	5%	-1%	10%	4%	0.0%	9%	-0.3%	-1%
O=C1c2ccccc2C(Nc2ccc(S(=O)(=O)N3CCOCC3)cc2)N1Cc1ccco1 (centres undefined)	7.2%	10%	1%	7%	7%	-0.8%	12%	-1.3%	0%
O=C(Nc1ccc2c(c1)OCCO2)C(=O)NC1CC1	0.8%	17%	-4%	1%	12%	0.8%	6%	-1.0%	-4%
CC(=O)N(C)c1ccc(NC(=S)Nc2ccccc2)cc1	-0.1%	-9%	-7%	4%	4%	-1.2%	2%	0.3%	-5%
S=c1[nH]nc(-c2ccccc2)n1C1C=CCCC1 (centres undefined)	1.2%	0%	-9%	-1%	11%	-1.0%	-2%	-0.1%	-2%
Clc1ccc2c(N/N=C/c3cccnc3)ccnc2c1	9.3%	4%	1%	10%	4%	0.5%	-7%	4.6%	-14%
COc1ccc(C2CC(=O)C(C3NCCc4ccccc43)=C(O)C2n2cncn2)cc1 (centres undefined)	0.1%	-3%	-5%	0%	10%	-0.2%	3%	3.6%	-5%

6 entries out of the list, ordered by molecular weight, rising.
SMILES	RSV CPE inhibition	GPR55 LPI antagonism	Dengue-2 NS5 capping	MgcRacGAP inhibition	Large T inhibition	HIV fusion peptide	GPR35 arrestin U2OS	UTI89 phage lysis	PhoP inhibition	others
Clc1ccc2c(N/N=C/c3cccnc3)ccnc2c1	9.3%	4%	1%	10%	4%	0.5%	-7%	4.6%	-14%
CCCCn1c(CN2CCN(C)CC2)nc2ccccc21	0.3%	1%	1%	-2%	2%	0.0%	2%	-0.8%	-14%	Dengue-2 NS5 capping pilot replicate=-0.6
CC(C)c1ccc(OCC(=O)NC(C)c2ccccc2)cc1 (centres undefined)	2.6%	0%	-8%	9%	8%	0.3%	-7%	0.1%	2%
O=[N+]([O-])c1ccc(Nc2nc(NCCO)nc(N3CCCC3)n2)cc1	u	5%	1%	12%	-4%	-1.4%	0%	0.0%	-2%
O=C(C(Sc1ccccc1)c1ccccc1)N1CCN(c2ccccc2)CC1 (centres undefined)	16%	5%	-7%	2%	23%	-1.3%	-12%	2.9%	11%
COc1cc(NC(=O)c2ccccc2)c(C)cc1NC(=O)CC(CC(=O)O)c1ccccc1 (centres undefined)	1.4%	1%	1%	11%	24%	-1.4%	-1%	0.2%	1%
